# Screening data from PubChem.
# L major viab: Leishmania major promastigote growth inhibition, primary screen. Leishmania major promastigotes, resazurin fluorescence viability. inhibition, % at 10 µM. actives 9% (n = 200,000). AID 1063, 2008; in the data active means inhibition above about 50%;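 further: promastigotes grown with compound for 44 hours at 28 °C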
# PMI activator: activators of human PMI, primary screen, biochemical, fluorescence intensity, near-Km mannose 6-phosphate. activation factor at 20 µM. Mannose-6-phosphate isomerase (Homo sapiens), P34949. actives 0.005% (n = 190,000). purified human PMI, coupled resazurin fluorescence, 20 min; active compounds read high; 1 = vehicle control, 0 substrate-free wells;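 active means activation factor of 2 or more at 20 µM, relative to plate controls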
# Target sequence (P34949 whole entry, looked up): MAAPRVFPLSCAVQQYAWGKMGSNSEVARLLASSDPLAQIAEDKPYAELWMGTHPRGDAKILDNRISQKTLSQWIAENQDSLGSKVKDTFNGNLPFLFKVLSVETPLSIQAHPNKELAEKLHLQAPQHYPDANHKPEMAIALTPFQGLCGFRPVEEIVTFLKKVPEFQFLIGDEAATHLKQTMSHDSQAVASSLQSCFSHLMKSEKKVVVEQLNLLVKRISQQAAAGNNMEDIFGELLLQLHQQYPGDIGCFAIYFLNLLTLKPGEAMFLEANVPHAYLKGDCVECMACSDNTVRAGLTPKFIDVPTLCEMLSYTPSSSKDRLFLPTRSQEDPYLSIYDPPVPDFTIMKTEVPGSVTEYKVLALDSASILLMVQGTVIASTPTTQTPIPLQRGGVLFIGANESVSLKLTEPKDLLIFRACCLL
# TNAP inh no acc: human TNAP enzyme inhibitors, primary screen, biochemical, luminescent, no phosphate acceptor, uHTS; inhibition, % at 20 µM; purified TNAP, CDP-star luminescence, 30 min; actives 0.26% (n = 200,000);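 active means tissue-nonspecific alkaline phosphatase inhibition above about 50% at 20 µM in the single-dose screen, limit read from the data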;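 further: 0% = DMSO negative control and 100% = EDTA positive control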
# PMI act satM6P: human PMI activators, high substrate, primary screen, biochemical, fluorescence intensity, near-saturating mannose 6-phosphate; activation factor at 20 µM; actives 0.34% (n = 190,000); AID 1216, 2008; coupled PMI enzyme assay, resazurin fluorescence, 20 min; active compounds read high; 1 = untreated enzyme, 0 = substrate-free blank; Mannose-6-phosphate isomerase (Homo sapiens), P34949;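 active means activation factor of 2 or more at 20 µM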
#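 Test system – human PMI in coupled enzyme assay · Timing – 20 min incubation at room temperature · Detection – Diaphorase-driven resazurin-to-resorufin fluorescence, excitation 544, emission 590 nm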
# S1P3 antagonist: S1P3 receptor antagonists, primary screen, cell-based; Sphingosine 1-phosphate receptor 3 (Homo sapiens), Q99500; CHO S1P3 NFAT-BLA reporter, FRET fluorescence, antagonist mode; inhibition, % at 4.98 µM; actives 0.27% (n = 170,000); AID 485, 2006;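 active means inhibition above the plate cutoff, the mean inhibition of test wells on that plate plus 3 SD, cut at about 28% in these data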;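 further: cells challenged with S1P at its EC80 of 0.8 µM; blue over green emission ratio from cleaved BLA substrate after 4 h stimulation; 0% = S1P-stimulated wells and 100% = unstimulated DMSO-only wells; some compounds past the cut are filed as inactive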
# Target sequence (Q99500 whole entry, looked up): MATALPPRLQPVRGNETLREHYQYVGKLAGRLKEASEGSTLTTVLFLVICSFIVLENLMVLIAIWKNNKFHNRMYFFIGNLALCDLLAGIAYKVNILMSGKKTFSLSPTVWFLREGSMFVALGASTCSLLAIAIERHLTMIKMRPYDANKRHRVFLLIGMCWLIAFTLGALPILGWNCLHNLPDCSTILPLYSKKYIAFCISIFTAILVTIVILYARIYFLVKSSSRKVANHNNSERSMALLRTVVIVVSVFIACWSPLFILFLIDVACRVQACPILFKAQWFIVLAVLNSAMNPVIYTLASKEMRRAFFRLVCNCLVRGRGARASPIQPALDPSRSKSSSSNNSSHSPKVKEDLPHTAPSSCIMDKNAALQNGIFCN
# Redox H2O2 prof: compounds producing H2O2 with reducing agent – biochemical, NIH compound library profiling, artefact control for MLSCN library redox annotation, primary screen. DTT-dependent redox cycling H2O2, phenol red/HRP absorbance; 100% = 100 µM peroxide control, 0% = buffer. activation, % at 10 µM. actives 0.03% (n = 200,000);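 active means activation of at least 50% relative to the plate's high and low controls in the primary single-dose screen; inactive means activation below 50%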;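 further: compound incubated with DTT at 0.8 mM final as the reducing agent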
# Hsp70 act: Hsp70 transcriptional activators, primary screen, cell-based, HeLa, Hsp70 promoter luciferase, luminescence, 10 µM; actives 0.04% (n = 200,000); activation, % at 10 µM; AID 1203, 2008; HeLa Hsp70 promoter luciferase reporter; scaled: vehicle 0, proteasome-inhibitor control 100%;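 active means activation above the mean across all tested compounds plus 3 SD, cutoff set per campaign, cut at about 5.5% in these data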;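 further: 100% = MG132 at 30 µM as the positive control and 0% = DMSO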
# TNAP inh hiacc: human TNAP enzyme inhibitors, primary screen, biochemical, luminescent, high phosphate acceptor level, uHTS; actives 0.03% (n = 200,000); AID 1135, 2008; purified TNAP, CDP-star luminescence, 1 M DEA; inhibition, % at 20 µM;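 active means over 50% inhibition of tissue-nonspecific alkaline phosphatase at 20 µM in the single-dose screen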;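 further: plate controls were DMSO wells for no effect and EDTA-quenched wells as full inhibition for full effect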
# HMGR II inh: inhibitors of E. faecalis class II HMGR, primary screen, biochemical, Enterococcus faecalis. HMG-CoA reductase (Enterococcus faecalis, mvaE). purified E. faecalis HMGR, NADPH absorbance 340 nm kinetic. inhibition, % at 10 µM. actives 0.41% (n = 190,000). AID 1066, 2008;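 active means inhibition above a set limit, the median over all tested compounds plus 3 SD, cut at about 9.5% in these data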;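 further: enzyme runs in reverse so mevalonate oxidation gives rising NADPH absorbance; 0% = complete reaction with DMSO and 100% = background rate lacking mevalonate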
# RAM inhibit: inhibitors of the yeast RAM network, primary screen, dse1pr::URA3 reporter, 5-FOA selection; S. cerevisiae dse1pr::URA3 reporter, 5-FOA growth OD615, 2 d; analog-sensitive cbk1-as2 kinase mutant strain; inhibition, % at 50 µM; actives 1.8% (n = 190,000);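 active means inhibition above a set limit, 3 SD over mean compound inhibition, cut at about 8.4% in these data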;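 further: 0% = DMSO-only wells with no growth and 100% = 10 µM 1-NA-PP1 full growth; inhibition rescues growth on 5-FOA so higher OD means more RAM inhibition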
# * = called active by the depositor; . = not tested or not shown.
SMILES,L major viab,PMI activator,TNAP inh no acc,PMI act satM6P,S1P3 antagonist,Redox H2O2 prof,Hsp70 act,TNAP inh hiacc,HMGR II inh,RAM inhibit
Cc1cnc(C(=O)OCC(=O)Nc2cccc(S(=O)(=O)N3CCCCC3)c2)cn1,-2,1,14,1.1,-6,0.2,0.0,1,3,3.0
O=C(COc1cccc(Oc2ccccc2)c1)Nc1ccc(SC(F)F)cc1,-4,0.9,-21,0.9,.,0.1,-0.2,-9,-7,8.4
O=C(c1c[nH]c2ccccc12)N1CCN(Cc2ccccc2)CC1,0,0.9,-11,1,-8,-2.8,-0.3,-2,-1,0.6
COc1ccc2c(Cl)c(C(=O)NCc3ccco3)sc2c1,10,0.9,-10,0.9,.,0.3,0.3,-2,0,1.1
CCCn1nc2cc(C(=O)NC3CCc4ccccc43)ccc2c1OCC (stereo unspecified),2,0.9,-11,1,.,-3.9,-0.4,-6,3,1.2
NC(=O)C1CCN(C(=O)Cc2ccc([N+](=O)[O-])cc2)CC1,-5,1,-12,1,6,-0.5,-0.1,0,-9,1.0
CCO[C@@H]1OC(C(=O)NCc2nc3ccccc3[nH]2)=C[C@H](c2cn(C(C)=O)c3ccccc23)[C@H]1CCCO,-3,0.9,-14,1,-11,-0.9,-0.4,-4,-2,0.8
CN(C)S(=O)(=O)c1ccc(C(=O)Nc2ccnn2C2CCCCC2)cc1,0,1,-14,0.9,-18,0.9,-0.6,-4,-7,0.8
O=C(NCC(=O)N(Cc1ccccc1)C(C(=O)NCC1CCCO1)c1ccccc1)c1cccs1 (stereo unspecified),16,1,-11,0.9,.,1.9,0.6,-3,-5,2.5
O=C(CSCc1ccc(Cl)cc1)Nc1ccccc1C(=O)N1CCOCC1,-4,1,-7,1.1,.,0.5,0.0,-4,2,0.1
Cc1nn(-c2ccccc2)c2sc(C(=O)OC3CCOC3=O)cc12 (stereo unspecified),-7,0.9,-16,0.9,-3,1.1,-0.3,-5,-5,2.6
COc1cccc(/C=N/n2cnnc2)c1OCc1ccccc1,-1,0.9,-10,0.9,.,0.0,-0.4,-4,-4,0.1
Cc1ccccc1N1OC2C(=O)N(c3ccc(F)cc3)C(=O)C2C1c1ccccn1 (stereo unspecified),-8,0.8,-14,0.9,8,2.1,-0.2,-4,1,1.5
COC(=O)c1cc2occc2n1Cc1ccc(Cl)cc1,56*,0.9,6,0.9,.,0.0,-0.2,-6,1,-0.5
CCC(C)N1C(=O)CCC1C(=O)NCc1ccc2c(c1)OCO2 (stereo unspecified),-6,0.9,-11,0.9,-21,-0.9,-0.2,-8,1,0.8
COc1ccccc1CC(=O)Nc1ccc(-c2nnc(-c3ccco3)o2)cc1,12,0.8,-5,0.9,.,0.1,-0.2,0,0,7.0
O=C(NCCCN1CCOCC1)c1ccc(Br)s1,4,1,-10,1,-39,0.7,-0.1,-6,-2,-0.7
Cc1cc(OCC(O)CN)ccc1Cl (stereo unspecified),92*,1.1,-9,1.1,-6,-0.6,0.3,-2,0,4.3
COc1ccc(CNC(=O)CCSc2ccc(F)cc2)cc1OC,-9,1.1,-7,1.1,-8,-0.3,-0.3,-3,1,1.3
O=C(O)C1CC=CCC1C(=O)NC12CC3CC(CC(C3)C1)C2 (stereo unspecified),-5,0.9,-14,0.9,-24,1.9,0.2,-6,-4,-0.8
Cc1ccc(NC(=O)C2CCCN(S(=O)(=O)c3cnc[nH]3)C2)cc1C (stereo unspecified),-10,0.9,-10,0.9,6,-0.6,-0.1,-2,-2,1.6
CCc1cccc(C)c1NC(=S)NCc1ccccc1,7,0.9,-18,1,-6,-0.2,-0.1,3,4,-0.1
Cc1ccc(-c2nc(N/N=C/c3ccccc3[N+](=O)[O-])c3ccccc3n2)cc1,-2,1.1,-7,1.1,.,3.4,0.1,-1,0,0.7
O=C(Nc1ccc(Cl)cc1F)C1CCN(S(=O)(=O)c2cccnc2)CC1,73*,1,-9,1,.,-0.6,-0.3,-4,2,1.4
COc1cc(C(=S)N2CCCC2)cc(Cl)c1O,-11,1,-9,1,18,0.5,-0.3,-3,0,0.1
Cc1ccc2cccc(OCC(=O)Nc3ccc(N4CCOCC4)cc3)c2n1,-4,0.9,1,0.7,-2,-1.8,-0.1,1,1,1.3
CCn1c(SCC(=O)c2ccc(NC(C)=O)c(OC)c2)nnc1-c1ccc(NS(C)(=O)=O)cc1,64*,0.9,-12,1,-1,-0.5,-0.4,-3,-1,1.7
N#CCN1CCN(CC(=O)Nc2cccc3ccccc23)CC1,-2,1,-11,1,.,-3.8,-0.3,-1,-3,2.0
c1cc2ccc3ccc(CN4CCOCC4)c4ccc(c1)c2c34,4,1,1,1,.,4.9,0.1,-4,5,2.1
Cc1ccc(Nc2nnc(-c3ccc(N4CCOCC4)c([N+](=O)[O-])c3)c3ccccc23)cc1,26,0.9,5,0.9,15,0.4,-0.2,-2,-4,0.8
CCn1cc(C(=O)OCc2ccc(F)cc2)c(=O)c2ccc(C)nc21,50*,0.8,-8,0.8,-17,2.7,-0.2,-3,-1,-0.7
CCn1c(SC(C)C)nnc1-c1c[nH]c2ccccc12,4,0.9,-12,1,-12,-1.7,-0.1,-5,2,3.3
CCOC(=O)c1c(NC(C)=O)sc2c(O)c(Br)cc(Br)c12,-7,0.9,-12,0.6,-9,0.3,-0.3,-1,-6,7.5
Cc1cc(C(=O)c2cnc(/N=C/N(C)C)s2)c(F)cc1Cl,10,0.1,2,0.9,-14,-1.1,-0.2,0,-3,1.4
CCN(CC)S(=O)(=O)c1ccc(Cl)nc1,-4,1,-9,1,-1,-0.1,0.3,0,0,-0.4
COc1ccc(-c2ccc(SCC(=O)Nc3cccc(C(C)=O)c3)nn2)cc1OC,15,0.9,-6,0.9,-2,-0.4,0.3,2,2,5.1
COc1ccc(-c2cc(C3CC3)nc3sc(C#N)c(N)c23)cc1,7,0.8,-20,0.9,.,-1.4,-0.3,-1,-3,4.5
CCN(CC)CCOc1nc(C)nc2c1oc1ccccc12,2,1,-13,1.1,-29,3.7,-0.1,-7,14*,0.0
Cc1c(O)c(CN2CCCCC2)cc2c1oc(=O)c1ccccc12,8,0.9,-8,1,.,0.5,-0.2,-5,-4,0.8
O=C(Nc1cccc(-c2cn3ccccc3n2)c1)c1cc2ccccc2oc1=O,15,1,3,1.1,.,1.9,-0.1,-1,-1,1.5
Cn1nc(-c2ccc(Cl)cc2)c2cc(C(=O)NC3CC3)sc21,10,1,-12,1,-7,-1.2,-0.3,0,1,1.6
O=C(O)c1nn2c(C(F)(F)F)cc(-c3cccs3)nc2c1Cl,8,0.9,-16,1,-5,-0.2,-0.4,-1,2,0.8
COc1ccc(CN(CC(=O)NC2CCCC2)C(=O)CCC(=O)Nc2cc(C)on2)cc1,-3,0.9,-10,1,.,0.5,0.1,-2,-6,1.4
COc1ccccc1N1CCN(C(=O)c2cc(-c3ccc(Cl)c(Cl)c3)on2)CC1,-7,1,-7,1.1,-6,0.5,-0.2,-5,0,2.8
COc1ccc(/C=C/C(=O)c2ccc[nH]2)cc1OC,10,1.1,-18,1,.,0.2,-0.2,-5,-4,0.3
COc1ccc(S(=O)(=O)N2CCCC(C(=O)NCCC(C)C)C2)cc1 (stereo unspecified),-3,1.1,-2,1.1,-8,-2.5,0.0,-1,1,3.4
COc1cc(CNCc2ccc(SC)cc2)cc(OC)c1,35,1,-10,1.1,-12,0.5,-0.3,-6,-3,-0.6
CN(Cc1cccc(Cl)c1Cl)C(=O)c1ccc(NC(=O)CC#N)cc1,-9,0.9,-14,1,11,0.4,-0.3,-1,-2,-0.4
Cc1occc1-c1nnc(SCC(=O)Nc2ccccc2)n1C,-1,1,-4,1,3,-0.7,-0.4,2,0,0.8
O=C(CSc1ccccc1)NCc1ccc(F)cc1,-3,0.9,-6,1,7,0.3,0.1,-2,-1,0.6
CCCc1n(CC(O)COCc2ccccc2)c2ccccc2[n+]1C (stereo unspecified),5,0.5,-27,0.9,13,-1.0,-0.4,-6,1,1.6
CCCCCSc1nnc(-c2ccccc2NC(C)=O)c(=O)[nH]1,-5,1.2,-10,1,-6,-2.2,0.1,-1,-5,2.9
O=C(Nc1ccc(Cl)cc1)c1cccnc1N1CCCCC1,0,1,-9,1,.,0.4,0.0,-2,-7,2.3
O=C(COc1ncnc2cc([N+](=O)[O-])ccc12)NCCc1ccc(Cl)cc1,34,0.9,-5,0.9,-5,-0.3,-0.3,-5,-6,5.7
OC1(CN2CCOCC2)C2CN3CCN(C2)CC1(c1ccccc1)C3 (stereo unspecified),2,1.1,-7,1,-46,-0.2,0.1,0,-6,0.1
COc1ccc(NC(=O)c2cc(S(=O)(=O)N(Cc3ccccc3)c3ccccc3)ccc2Cl)cn1,94*,0.9,-6,0.8,-5,-0.4,0.0,-3,-1,7.1
NC(=O)C1(N2CCCCC2)CCN(C(=O)CSc2nc3ccccc3[nH]2)CC1,6,1.1,-5,1.2,-1,-1.1,-0.2,0,-10,0.1
O=C(NCC1CC1)c1ccc(Nc2nc3ccc(Br)cc3[nH]2)cc1,0,0.2,-1,0.9,.,-6.5,0.1,-7,-1,-0.3
CCOC(=O)c1ccc(NC(=O)N2CCN(C(=O)C3CCCO3)CC2)cc1 (stereo unspecified),-6,1,-10,1.1,3,-0.4,-0.2,-6,-2,0.2
Fc1ccc(NC(=S)N2CCOCC2)cc1Cl,11,1,-6,0.9,-13,-1.0,0.2,-4,0,0.7
O=C(N/N=C/c1cccnc1)c1[nH]ncc1Br,-5,1,30,0.9,-16,-1.1,-0.2,-7,3,2.4
Cc1ccc(NC(=O)c2cc(C(=O)c3cc(Cl)ccc3O)cn(-c3ccc(C)cc3)c2=O)cc1,99*,1,-3,1,-16,-0.1,-0.2,-2,-4,7.8

# Some entries already given with just PMI act satM6P:
canonical_smiles	PMI act satM6P
Fc1ccc(NC(=S)N2CCOCC2)cc1Cl	0.9
O=C(N/N=C/c1cccnc1)c1[nH]ncc1Br	0.9

# With a hit mark in HMGR II inh, of those listed so far:
SMILES	PMI activator	TNAP inh no acc	PMI act satM6P	S1P3 antagonist	Redox H2O2 prof	Hsp70 act	TNAP inh hiacc	HMGR II inh	RAM inhibit
CCN(CC)CCOc1nc(C)nc2c1oc1ccccc12	1	-13	1.1	-29	3.7	-0.1	-7	14*	0.0
